Pf gametocyte: kills late stage P. falciparum gametocytes. P. falciparum stage V gametocytes, ATP luminescence, 24 h. inhibition, % at 10.9 µM. 0.065% of 150,000 active. AID 743093;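 active means inhibition above the mean plus 3 SD of compounds within the control limits, set per campaign, cut at about 38% in these data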;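 further: 0% = DMSO wells and 100% = medium only without gametocytes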
* = called active by the depositor.

No. | SMILES | Pf gametocyte
1 | Cc1ccc2c(c1)N(CC(=O)N1CCCC1)C(=O)CO2 | -4
2 | CC(CCN1CCN(c2ccccc2)CC1)c1ccccc1 (configuration not stated) | 4
3 | COc1ccc(NC(=O)C(CC(=O)O)Cc2ccc(Br)cc2)cc1 (configuration not stated) | -24
4 | COc1c(Cl)cc(Cl)cc1C(=O)Nc1ccccc1N1CCN(C(C)=O)CC1 | -12
5 | Brc1cnc2ccccc2c1N1CCCCC1 | -15
6 | CCc1ccc(C2C(C#N)=C(N)Oc3cc(N)ccc32)cc1 (configuration not stated) | 14
7 | Cc1cc(C)c(OCCNCc2ccccc2)c(C)c1 | 10
8 | COc1ccc(CN2CCN(C(=O)CC(C)C)CC2)cc1 | -11
9 | Cn1c(=O)c2c(nc(CN3CCN(c4ccccc4)CC3)n2CCc2ccccc2)n(C)c1=O | -16
10 | Cc1ccc(S(=O)(=O)NCc2ccccn2)c(C)c1C | 6
11 | CCCNC(=O)C1CC(c2ccccc2C(F)(F)F)=NO1 (configuration not stated) | -19
12 | CCOc1cccc(-c2nc3c(s2)CCc2onc(-c4cccc([N+](=O)[O-])c4)c2-3)c1 | 4
13 | COc1ccccc1CC1CC(=O)N(c2ccccc2)C1=O (configuration not stated) | -4
14 | COc1ccccc1OCC(=O)N1CCCCCCC1 | 19
15 | COc1ccc(Br)cc1CN1CCCCCC1 | -8
16 | O=C(CCC1CCN(Cc2ccccc2Cl)CC1)NC1CC1 | 3
17 | CC1CCN(C(=O)c2[nH]cnc2C(=O)N[C@H](C)c2ccccc2)CC1 | 15
18 | CCC(C)Sc1ccc([C@H]2N[C@@](CC(C)C)(C(=O)OC)[C@H]3C(=O)N(CC)C(=O)[C@@H]23)cc1 (some centres not stated) | -11
19 | O=S(=O)(NCC1CN(S(=O)(=O)c2ccc3c(c2)OCCO3)C1)c1c(F)cccc1F | -16
20 | Cc1ccccc1CC(=O)NCCN1CCCCC1 | 19
21 | O=S(=O)(Nc1ccc(F)cc1)c1cccc2nsnc12 | 11
22 | O=C(O)c1ccc[n+](Cc2ccc([N+](=O)[O-])cc2)c1 | 0
23 | COc1cccc(N2CCN(CC(=O)NC(C)c3ccccc3)CC2)c1 (configuration not stated) | -10
24 | COc1ccc(Cc2nc3ccc(C(=O)NC(C)C)cc3o2)cc1 | -6
25 | Cc1ccccc1C(=O)Nn1cnnc1 | -6
26 | C=CCC[C@H](Cc1ccc(F)cc1)C(=O)OC[C@H](Cc1c[nH]c2ccccc12)NC(=O)[C@H](CC=C)CC(=O)N(CCO)Cc1ccccc1 | -29
27 | COCCN1C(=O)N[C@@H](c2cccs2)C(C(C)=O)=C1C | 16
28 | COC(=O)c1cccc(C(=O)N2CCC(CO)(CCc3ccccc3)CC2)c1 | 7
29 | Cc1ccc(O)c(CNc2nc3ccccc3[nH]2)c1 | -11
30 | CN(C(=O)CCN1C(=O)c2ccccc2C1=O)c1ccccc1 | -1

Entries by screen from the list:
Pf gametocyte, compounds 19–29 → -16, 19, 11, 0, -10, -6, -6, -29, 16, 7, -11

Gathered by group, the compounds so far containing an aryl methoxy group (8)
No. | SMILES | Pf gametocyte
3 | COc1ccc(NC(=O)C(CC(=O)O)Cc2ccc(Br)cc2)cc1 (configuration not stated) | -24
4 | COc1c(Cl)cc(Cl)cc1C(=O)Nc1ccccc1N1CCN(C(C)=O)CC1 | -12
8 | COc1ccc(CN2CCN(C(=O)CC(C)C)CC2)cc1 | -11
13 | COc1ccccc1CC1CC(=O)N(c2ccccc2)C1=O (configuration not stated) | -4
14 | COc1ccccc1OCC(=O)N1CCCCCCC1 | 19
15 | COc1ccc(Br)cc1CN1CCCCCC1 | -8
23 | COc1cccc(N2CCN(CC(=O)NC(C)c3ccccc3)CC2)c1 (configuration not stated) | -10
24 | COc1ccc(Cc2nc3ccc(C(=O)NC(C)C)cc3o2)cc1 | -6

Following part:
No. | SMILES | Pf gametocyte
31 | COc1ccc2oc(=O)cc(CN3CCOCC3)c2c1 | 11
32 | CC(=O)N(C)c1ccc(NC(=O)N2CCOCC2)cc1 | -3
33 | COc1ccc(Cl)cc1NC(=O)C1CC(c2ccccc2O)=NO1 (configuration not stated) | -12
34 | CC(C)(C)OC(=O)C[C@H]1C/C=C\C[C@@H](CC(=O)N(CCO)Cc2ccccc2)C(=O)NC[C@@H](c2ccccc2)OC1=O | 20
35 | COc1cc2ccccc2cc1C(=O)Nc1ccccc1C | -17
36 | O=C(O)c1ccc2c3n(nc2c1)-c1ccc(Cl)cc1CO3 | 5
37 | O=C(c1ccccc1)N1CCN(C(=O)c2cccnc2)CC1 | 29
38 | Cc1ccc[n+](CC(=O)c2ccc(Br)cc2)c1 | -17
39 | COc1ccc(-c2ccc3c(c2)S(=O)(=O)c2cccc(C(=O)NC4CCCC4)c2C3=O)cc1OC | -33
40 | CC(C)(C)NC(=O)C(Cc1ccccc1)N1C(=O)c2ccccc2C1=O (configuration not stated) | -13
41 | Cc1cccc(C(=O)O)c1NC(=O)Cc1cccc2ccccc12 | -12
42 | COc1cc(OC)cc(C(=O)Nc2cc(C)on2)c1 | 0
43 | CN(/N=C/c1ccccc1O)C(=S)c1ccccc1 | 18
44 | COc1ccc(NC(=O)C(C)N2C(=O)c3ccccc3C2=O)c(OC)c1 (configuration not stated) | -8
45 | Cc1ccc(-c2nnc(OCc3nc4ccccc4n3C)c3ccccc23)cc1 | -7
46 | CCc1nnc(NC(=O)CC(C)c2ccccc2)s1 (configuration not stated) | 19
47 | C=CCC[C@H](Cc1ccc(F)cc1)C(=O)OC[C@H](Cc1c[nH]c2ccccc12)NC(=O)[C@H](CC=C)CC(=O)NCCO | 13
48 | COc1cc([C@H]2OC[C@H]3[C@@H]2CO[C@H]3c2ccc(O)c(OC)c2)ccc1O | -14
49 | CCOc1ccccc1C(=S)NC1CCCCC1 | 3
50 | O=C(C[C@H]1C/C=C\C[C@H](Cc2ccc(F)cc2)C(=O)O[C@@H](c2ccccc2)CNC1=O)N[C@H](CO)Cc1ccccc1 | 12
51 | Cc1ccc(C(=O)Nc2ccc3ccccc3c2)cc1 | -8
52 | Clc1nccc(NCc2ccccc2)n1 | 13
53 | CSCC[C@@H](CO)NC(=O)c1ccc2nc(C3CCCCC3)oc2c1 | -23
54 | COc1ccc(S(=O)(=O)N2CCN(c3ncnc4c(-c5ccccc5)nsc34)CC2)cc1 | -9
55 | NCCN1CCN(S(=O)(=O)c2ccc([N+](=O)[O-])cc2)C=C1c1ccc(Cl)cc1 | 12
56 | CCCCCc1ccc(-c2cn(CCc3c[nH]c4ccccc34)nn2)cc1 | 0
57 | CC(C)NC(=O)COc1ccc(S(=O)(=O)N2CCCC2)cc1 | 15
58 | CCOCCCNC(=O)c1ccc(OC2CCN(C(C)=O)CC2)c(OC)c1 | -6
59 | CN(C)C(=O)N1CCN(S(=O)(=O)c2ccc3ccccc3c2)CC1 | 6
60 | Cc1ccc(NC(=O)CN2CCN(Cc3ccccc3)CC2)c(Br)c1 | 9
61 | CCOC(=O)c1c(NC(=O)CN2CCN(c3cccc(Cl)c3)CC2)sc(C)c1C | 19
62 | CCOc1ccc(S(=O)(=O)NCc2ccccn2)c(C)c1C | -9
63 | COC(=O)c1ccc(NC(=O)c2cc[n+]([O-])cc2)cc1 | 20
64 | COCCNC(=O)CN(C(=O)CCC(=O)Nc1ccccn1)c1ccc(C)cc1 | -22
65 | COc1ccc(N(C(C)C(=O)N2CCCC2)S(C)(=O)=O)cc1 (configuration not stated) | 1
66 | O=C1NCCOC(=O)[C@H](Cc2ccc(F)cc2)C/C=C\C[C@@H]1CC(=O)N(CCO)Cc1ccccc1 | 19
67 | O=C(Nc1ccccc1)C(Cl)C(=O)c1ccccc1 (configuration not stated) | -12
68 | O=C1CCN(CCc2ccccc2)CCN1[C@H](CSc1ccccc1)c1ccccc1 | 2
69 | O=C(NC1(C(F)(F)F)C(=O)Nc2c1c(=O)[nH]c(=O)n2-c1ccccc1)c1ccncc1 (configuration not stated) | 1
70 | CC(C)(C)OC(=O)CNC(=O)c1nc[nH]c1C(=O)N1CCN(c2ccccc2)CC1 | 14
71 | COc1ccc(C2=NOC(Cn3nc(C(=O)NCc4ccc5c(c4)OCO5)cc3-c3ccccc3)C2)cc1 (configuration not stated) | -10
72 | CCN1C(=O)CCN(C2CCCC2)c2nc(Nc3ccc(C(=O)NC4CCN(C)CC4)cc3OC)ncc21 | -5
73 | COC(=O)c1ccc2c(C)c(C3(O)CCCCC3)[nH]c2c1 | 0
74 | Cc1c(NC(=S)NC(=O)c2ccc(Cl)cc2)c(=O)n(-c2ccccc2)n1C | 12
75 | Cc1ccc2c(Cl)c(Cc3ccccc3)c(=S)[nH]c2n1 | -16
76 | Cc1c(NC(=O)Nc2ccc(Cl)c(Cl)c2)sc(=S)n1C | 17
77 | COc1ccc(OC)c(C(=O)NC(CC(N)=O)c2ccc(NC(C)C)c([N+](=O)[O-])c2)c1 (configuration not stated) | -1
78 | COCc1cc(C)nc2sc(C(=O)Nc3ccccc3F)c(N)c12 | 16
79 | O=C(C[C@H]1C/C=C\CC[C@H](Cc2ccc(F)cc2)C(=O)O[C@@H](c2ccccc2)CNC1=O)N[C@H](CO)Cc1ccccc1 | 1
80 | CCOc1ccc(C(=O)n2cc(C(=O)OC)c3ccccc32)cc1OCC | -8
81 | CCOc1cccc2cc(C(=O)Oc3ccc(OC)cc3)c(=O)oc12 | 5
82 | Cc1ccc(Cn2c(C3CCCN3c3nc(-c4ccc(F)cc4)cs3)nc3cc(C(=O)NCCCO)ccc32)cc1 (configuration not stated) | -5
83 | CC(C)OCC(O)Cn1c(N2CCCC2)nc2c1c(=O)n(C)c(=O)n2C (configuration not stated) | -4
84 | CCOc1ccc(-n2cnc3sc(C)c(C)c3c2=O)cc1 | -14
85 | S=c1sc2ccccc2n1CCc1ccncc1 | 16
86 | COc1cc2c(cc1OC)C(c1cccc(Cl)c1Cl)CC(=O)N2 (configuration not stated) | 15
87 | Cc1ccc(NC(=O)c2cccs2)cc1NC(=O)c1ccc(F)cc1 | 11
88 | CCOc1cc(/C=C2\SC(=S)N(NS(=O)(=O)c3ccc(C)cc3)C2=O)ccc1O | 11
89 | CN(C(=O)c1ccc(NC(=O)C2CCCN(C(=O)OC(C)(C)C)C2)cc1)C1CCC1 (configuration not stated) | 4
90 | C=CC[C@@H](Cc1ccc(F)cc1)C(=O)OC[C@@H]1CCCN1C(=O)[C@@H](CC=C)CC(=O)N[C@@H](CO)Cc1ccccc1 | -5

Additional records:
No. | SMILES | Pf gametocyte
91 | Cc1ccc(NC(=O)CCSc2nnc(C)o2)cc1 | -23
92 | O=C(OCCN1CCCCC1)c1cccc(F)c1 | -17
93 | CCOC(=O)c1ccc2ncc(C(=O)OCC)c(NCCN3CCOCC3)c2c1 | -34
94 | O=C1C(Cc2ccccc2)Nc2ncnc(N3CCN(c4ccccc4)CC3)c2N1Cc1ccc(Cl)cc1 (configuration not stated) | 13
95 | CC(C)Oc1ccc(CNC(=O)Oc2ccccc2)cc1 | -18
96 | CCCCn1c(-c2cccc(C)c2)nc2cc3[nH]c(=O)c(C(C)C)nc3cc21 | 0
97 | Cc1ccc(C(C)(c2ccc(N)cc2)c2ccc(N)cc2)cc1 | -5
98 | COc1cc(/C=C2\C(=O)ON=C2c2ccc(Cl)cc2)ccc1O | 8
99 | Cc1cccc(OCCN2CCOCC2)c1C | -7
100 | COc1ccc2sc(-c3ccc(S(C)(=O)=O)cc3)c(C#CCO)c2c1 | -9
101 | CS(=O)(=O)N(CC(=O)NCc1ccccc1)c1ccc(Cl)cc1 | -9
102 | CC1(C)CC(=O)C=C(CN2C(=O)c3ccccc3C2=O)C1=O | -21
103 | O=c1ccnc(Nc2ccc([N+](=O)[O-])cc2)[nH]1 | -8
104 | CCN(CC)CCCNC(=S)N1CCN(c2nc(-c3ccccc3)cs2)CC1 | 17
105 | CN1C(=O)C(=O)/C(=C(/O)c2ccc(Br)cc2)C1c1ccc(Cl)cc1 (configuration not stated) | -22
106 | CN(C)S(=O)(=O)n1cnc(C(CCO)c2ncn(S(=O)(=O)N(C)C)c2CCCO)c1 (configuration not stated) | 3
107 | CCCCN1C(=O)c2cccc3cc(O)cc(c23)C1=O | 7
108 | Cn1c(=O)[nH]c(=O)c2c1nc(SCCO)n2CCCc1ccccc1 | 11
109 | COc1cccc(C(=O)Nc2cccc(-c3nnc(-c4ccccc4)o3)c2)c1 | 4
110 | Cc1ccc(NC(=O)c2cc3ccccc3o2)cc1Cl | 2
111 | O=C(CN1CCC(O)(c2cccc(C(F)(F)F)c2)CC1)NCCc1ccccc1 | 12
112 | CCOC(=O)c1cnc2c(ccc3ccccc32)c1Cl | -3
113 | Cc1noc(C)c1-c1ccc2ncnc(NCC3CCCCN3C)c2c1 (configuration not stated) | 6
114 | CC(=O)Nc1cc(-c2nc3ccccc3o2)ccc1Cl | 17
115 | Cc1nn(CC(=O)N2CCN(c3ccccc3)CC2)c(=O)c2ccccc12 | 6
116 | C[C@@]12C(=O)Nc3ccccc3C(=O)N1[C@H]1c3cc(Cl)ccc3OC[C@@H]1[C@@H]2c1ccccc1 | 6
117 | COc1ccccc1OC(C)C(=O)Nc1ccc2c(c1)n(C)c(=O)n2C (configuration not stated) | 3
118 | Cc1cc(C)cc(NC(=O)c2cccc(NC(=O)c3ccco3)c2)c1 | 17
119 | COC(=O)[C@@](C)(O)C1(C(=O)SC(C)(C)C)CC1 | 2
120 | Clc1cccc(OCCOCCN2CCNCC2)c1Cl | -9
121 | O=c1c2c([nH]c3ccccc13)CCC2 | 18
122 | COc1ccc(-c2cc(C(=O)N/N=C/c3cccnc3)c3ccccc3n2)c(OC)c1 | -14
123 | C=CCC[C@@H](Cc1ccc(F)cc1)C(=O)OC[C@@H](NC(=O)[C@@H](CC=C)CC(=O)N(CCO)Cc1ccccc1)c1ccccc1 | 2
124 | CCOc1ccc2nc(NC(=O)c3ccc(C)o3)sc2c1 | -6
125 | COC1c2ccccc2C(=O)N1CCc1ccc(Cl)cc1 (configuration not stated) | -3
126 | N/C(=N\NS(=O)(=O)c1ccccc1)c1ccccn1 | 23
127 | CCOC(=O)[C@H]1[C@H]2COc3ccc(C)cc3[C@@H]2N2C(=O)c3cc(C)ccc3NC(=O)[C@@]12C | 9
128 | Cc1nc2ccc(NC(=O)c3ccc([N+](=O)[O-])cc3)cc2[nH]1 | -13
129 | Cc1ccc2nc(NCCNC(=O)c3ccccc3)c(C#N)cc2c1 | 2
130 | CC(=O)NCCc1ccc(S(=O)(=O)Nc2ccc3c(c2)OCCO3)cc1 | -13
131 | O=[N+]([O-])c1cc(CN2CCCCCC2)ccc1O | -15
132 | O=C(CSc1ccc(C(F)(F)F)cc1[N+](=O)[O-])N1CCOCC1 | 5

A portion of the library. The share of hits here may be higher or lower than overall.
